BRCA1 expr act = qHTS Assay to Identify Small Molecule Activators of BRCA1 Expression | Potency, µM (doses to about 46.1 µM), for inactives: at the top dose activation, hits mostly activators | MCF7-BRCA1-FFLuc reporter, luminescence, 48 h; response scale: scaled: vehicle 0%, 10 µM genistein 100% | 1.1% of 380,000 active; note: potency is the fitted concentration of half-maximal effect; nearly all actives have a fitted effect of over 80% in size; some results filed as inactive show a strong effect at the top dose
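Quantitative HTS in MCF7 cells stably reporting BRCA1 expression via firefly luciferase. Compound treatment lasts 48 h at 37 °C in phenol-red free MEM. Activation is expressed relative to genistein at 10 microM and DMSO.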
TSG101-PTAP inh = qHTS Assay for Iinhibitors of HIV-1 Budding by Blocking the Interaction of PTAP/TSG101; Tumor susceptibility gene 101 protein (Homo sapiens), Q99816; Fluorescence polarization, FITC-PTAP peptide / Tsg101 binding; 340,000 tested, under 10 active; Potency, µM (highest dose often 115 µM), inactives show at the highest dose activity change, negative = inhibition, actives largely listed as inhibitors; active = well fitted inhibition curve with a large enough effect in the main read-out, with a control signal flat, not every such curve was filed as active; inconclusive = small, poorly fitted or top-dose-only effect, or effect the other way, or a change in a side signal; inactive = no such curve, though single readings can be large or run the other way; note: potency is the fitted concentration of half-maximal effect; % of control where 0% means no effect
Target sequence (Q99816 whole entry, looked up): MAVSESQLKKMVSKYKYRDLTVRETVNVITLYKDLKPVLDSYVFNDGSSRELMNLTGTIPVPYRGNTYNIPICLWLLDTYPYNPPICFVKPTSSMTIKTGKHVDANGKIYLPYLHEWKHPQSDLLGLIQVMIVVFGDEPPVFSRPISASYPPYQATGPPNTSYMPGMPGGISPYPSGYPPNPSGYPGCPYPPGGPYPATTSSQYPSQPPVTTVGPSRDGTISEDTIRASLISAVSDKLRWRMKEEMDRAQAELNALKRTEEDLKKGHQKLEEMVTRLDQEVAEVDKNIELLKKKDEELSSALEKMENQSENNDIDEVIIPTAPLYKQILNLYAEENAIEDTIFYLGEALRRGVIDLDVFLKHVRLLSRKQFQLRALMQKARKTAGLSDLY
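Tsg101 binding domain (10 uM final) was mixed with compound and a FITC-labeled PTAP peptide (50 nM final) in HEPES pH 7.5 buffer with NaCl, Tween 20, EDTA and TCEP; fluorescence polarization was read after 20 min at r.t.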
Eya2 inh = qHTS Assay for Inhibitors of the Phosphatase Activity of Eya2; Protein phosphatase EYA2 (Homo sapiens), O00167; recombinant Eya2, OMFP fluorescence dephosphorylation (OMFP is methylfluorescein phosphate); Potency, µM (top dose mostly 76.9 µM), for inactives: top-dose activity, negative = inhibition, actives largely listed as inhibitors; 0.006% of 330,000 active; note: potency is the fitted concentration of half-maximal effect; % is set by controls: 0 for no effect and ±100 for the full control effect
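Eya2 protein (added as 0.2 uM solution) was preincubated with compound for 10 min at ambient temperature in 50 mM HEPES pH 7.5, 50 mM NaCl, 5 uM MgCl2, 0.05% BSA, 1 mM DTT. OMFP (added at 50 uM) then reacted 10 min; fluorescence read at 485/525 nm.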
uPA surface inh = qHTS for Inhibitors of Cell Surface uPA Generation. 0.31% of 330,000 active. Potency, µM (highest dose often 38.3 µM), without a hit: top-dose activity change, negative = inhibition, usual class: inhibitors. cell surface uPA generation assay, qHTS; active = well fitted inhibition curve with a large enough effect; inconclusive = small, poorly fitted or top-dose-only effect; inactive = no such curve, though single readings can be large or run the other way; tested in mouse RAW 264.7 cells; note: potency is the fitted concentration of half-maximal effect; % is set by controls: 0 for no effect and ±100 for the full control effect; nearly all actives have a fitted effect of over 55% in size
USP2a inh = qHTS Assay for Inhibitors of Ubiquitin-specific Protease USP2a Using CHOP2 as the Reporter. USP2 core, Ub-CHOP2 coupled fluorogenic reporter, 485/531. Potency, µM (series often up to 38.3 µM), inactives show at the highest dose activity change, negative = inhibition, actives largely listed as inhibitors. 0.01% of 330,000 active;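 note: potency is the fitted concentration of half-maximal effect; plate controls were DMSO wells for no effect and full inhibition by NEM control for full effect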
Target sequence (O75604 whole entry, looked up): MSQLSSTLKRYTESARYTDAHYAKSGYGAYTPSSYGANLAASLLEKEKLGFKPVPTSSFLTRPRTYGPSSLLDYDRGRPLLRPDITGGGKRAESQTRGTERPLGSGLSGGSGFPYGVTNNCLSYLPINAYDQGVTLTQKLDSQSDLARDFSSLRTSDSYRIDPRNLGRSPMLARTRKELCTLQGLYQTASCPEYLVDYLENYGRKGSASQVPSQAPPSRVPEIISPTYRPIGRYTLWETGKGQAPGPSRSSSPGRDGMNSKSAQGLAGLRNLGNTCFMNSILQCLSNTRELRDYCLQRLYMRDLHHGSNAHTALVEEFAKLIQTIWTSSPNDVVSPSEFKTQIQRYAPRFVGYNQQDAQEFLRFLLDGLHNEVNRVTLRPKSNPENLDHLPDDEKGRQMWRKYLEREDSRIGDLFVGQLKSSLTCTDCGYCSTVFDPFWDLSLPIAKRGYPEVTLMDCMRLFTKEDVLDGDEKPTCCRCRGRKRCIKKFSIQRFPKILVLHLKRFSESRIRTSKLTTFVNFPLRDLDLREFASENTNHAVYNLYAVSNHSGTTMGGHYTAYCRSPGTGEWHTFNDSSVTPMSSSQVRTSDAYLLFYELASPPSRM
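Deubiquitinase activity read as fluorescence (485/531 nm) after Ub-CHOP2 cleavage activates the enterokinase reporter on its substrate; USP2 core 10nM, Ub-CHOP2 and substrate 25nM each, 30min compound preincubation then 60min RT; data normalized to NEM, curves fitted.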
B2AR arrestin = qHTS assay of beta-arrestin-biased ligands of beta2-adrenergic receptor; Beta-2 adrenergic receptor (Homo sapiens), P07550; beta-arrestin recruitment to beta2AR, cell-based reporter; Potency, µM (highest dose often 46.1 µM), inactives show at the highest dose activation, usual class: activators; 0.02% of 330,000 active; AID 492947, 2010;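 note: potency is the fitted concentration of half-maximal effect; 0% = DMSO controls and full agonism = EC100 isoproterenol or metaproterenol; nearly all actives have a fitted effect of over 65% in size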
Integrin act MD = qHTS for Activators of Integrin-Mediated Alleviation for Muscular Dystrophy; alpha7betagal myoblasts, beta-gal FDG fluorescence, 48 h; Potency, µM (top dose mostly 38.3 µM), for the others: top-dose activation, actives largely listed as activators; 0.064% of 350,000 active; AID 624291, 2012;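 note: potency is the fitted concentration of half-maximal effect; 100% = response of the positive control SU9516; nearly all actives have a fitted effect of over 60% in size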
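alpha7betagal+/- myoblasts (passage 13, 250/well) treated 48 h at 37C with compounds at 1:260 dilution of DMSO stock. Lysed, then beta-galactosidase activity read as FDG fluorescence (ex 480/em 540) after 30 min, with pre-read for autofluorescence.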
TRPV1 ag = HTS Assay for Compounds that Act as Agonists of the Vanilloid Receptor 1; TRPV1-expressing cells, Fluo-8 calcium influx, agonist mode; activation, % at 8.33 µM; 0.19% of 320,000 active; in the data active = activation above about 80%; inconclusive = between about 30% and that limit; note: 0% is about no effect
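TRPV1-expressing cells were cultured overnight at 35.5C and loaded with Fluo-8 calcium dye for 40 to 90 min at room temperature. After a 10 s baseline, compound was added and calcium influx was read kinetically for 3 min (ex 480/em 520 nm).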
S-ASM inh = Inhibitors of Secretory Acid Sphingomyelinase (S-ASM): qHTS; Sphingomyelin phosphodiesterase (Homo sapiens), P17405; placental ASM, HMU-PC fluorogenic substrate, 60 min; Potency, µM (top dose mostly 57.5 µM), without a hit: at the top dose activity change, negative = inhibition, hits mostly inhibitors; 0.006% of 340,000 active; note: potency is the fitted concentration of half-maximal effect
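Human placenta-derived ASM preincubated with compound 10 min at room temperature, then reacted with 9 uM (final) fluorogenic HMU-PC substrate for 60 min at 37 C. Stop solution raises pH to 10; fluorescence read at Ex 386/Em 447 nm.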
p53 reactivator = qHTS assay for re-activators of p53 using a Luc reporter. H1299 p53-A138V BP100-luciferase reporter, luminescence, 24 h. Potency, µM (series often up to 92.2 µM), for the others: at the highest dose activity change, positive = activation, hits mostly activators. 0.063% of 320,000 active. AID 504706, 2011; note: potency is the fitted concentration of half-maximal effect; % of control where 0% means no effect; nearly all actives have a fitted effect of over 45% in size
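H1299 (p53-null), stable ts p53-A138V + BP100-Luc; 1000 cells/well, Opti-MEM/10% FBS; cpd 4 pt, 1:5; 24 h, 37 deg C, 5% CO2; detection reagent 10 min RT; luminescence.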
ELG1 genotox = qHTS screen for small molecules that induce genotoxicity in human embryonic kidney (HEK293T) cells expressing luciferase-tagged ELG1; HEK293T ELG1-luciferase reporter, luminescence, 16 h; Potency, µM (doses to about 46 µM), inactives show top-dose activity change, positive = activation, most hits filed as activators; 1.3% of 330,000 active; note: potency is the fitted concentration of half-maximal effect; % of control where 0% means no effect; nearly all actives have a fitted effect of over 60% in size
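Screening used a luciferase reporter fused to human ELG1 in HEK293T cells. Luminescence was read on a CCD plate imager after 16 hr exposure and 30 min ONE-Glo incubation.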
The depositor's hits bear a star; i = inactive; u = inconclusive; x = not tested or not shown; & = joins results of further samples; [ ] = another dose, or the depositor's remark. Unless noted, calls come from the whole dose curve; as a rule, active = well fitted curve in the direction sought with a large enough effect; inconclusive = small, poorly fitted or top-dose-only effect, or another doubt; inactive = no such curve, though single readings can be large; an effect the other way counts as inactive or inconclusive. Rows were taken by chance; 2.6% or so of the library scored in one or more.

Sequence of screens – TSG101-PTAP inh	ELG1 genotox	Eya2 inh	Integrin act MD	p53 reactivator	USP2a inh	BRCA1 expr act	uPA surface inh	B2AR arrestin	S-ASM inh	TRPV1 ag
#1 CCOc1ccc(OCCOCCn2ccnc2)cc1
→ -7%	0%	9%	22%	4%	4%	3%	3%	0.5%	6%	-3
#2 CC1CCN(CCc2nc3cc(NC(=O)Nc4ccccc4)ccc3n2C)CC1
→ 0%	u	11%	-11%	u	1%	14µM*	-2%	0.2%	-2%	-1
#3 Cc1ccc(/C=C2/C(=O)ON=C2c2ccccc2)o1
→ -7%	9%	4%	2%	0%	2%	-16%	-22%	-0.9%	-1%	2
#4 COc1ccccc1OCCCCNC(C)(C)C
→ -12%	-10%	-1%	-7%	2%	1%	1%	u	-0.4%	-2%	-1
#5 O=C(CC1SC(N2CCOCC2)=NC1=O)Nc1cc([N+](=O)[O-])ccc1Cl (centres undefined)
→ 1%	0%	11%	9%	-4%	1%	-3%	4%	0.1%	-2%	0
#6 COC(=O)[C@@]1(Cc2ccc(F)cc2)[C@H]2c3cc(C(=O)N(C)C)n(Cc4ccccn4)c3C[C@H]2CN1C(=O)c1ccccc1
→ x	-2%	-2%	-1%	-3%	-1%	-4%	-1%	-0.6%	12%	6
#7 CN1C2CCC1CC(NS(=O)(=O)c1cc(Cl)c(Cl)cc1Cl)C2 (centres undefined)
→ -3%	0%	15%	-11%	u	0%	-26%	13%	-0.4%	0%	-1
#8 NC(=O)c1ccc(NC(=O)c2ccc(COc3ccc(F)cc3)o2)cc1
→ 0%	8%	-20%	-25%	3%	3%	13%	11%	-0.9%	-1%	15
#9 O=C(OCC(=O)N1CCN(c2ccc(F)cc2)CC1)c1cnc2ccccc2n1
→ 2%	-2%	11%	34%	9%	5%	5%	-12%	0.1%	-3%	x
#10 C[C@H](NC(=O)c1cc2cc(Cl)ccc2n1C)C(=O)N[C@@H](C(=O)O)c1ccccc1
→ -12%	1%	6%	10%	1%	4%	-12%	6%	-0.7%	2%	3
#11 CCOCCCNC(=O)c1ccc(NC(C)=O)cc1
→ 0%	-2%	-16%	2%	0%	1%	30%	-2%	0.2%	4%	3
#12 COc1cc2c(cc1OC)C(C)N(C(=O)c1cc(C)on1)CC2 (centres undefined)
→ -1%	u	-4%	-21%	-15%	3%	-75%	-10%	-0.6%	x	2
#13 O=C(C1CCN(c2nc3nonc3nc2N2CCCCC2)CC1)N1CCOCC1
→ -6%	2%	-1%	6%	0%	-1%	4%	-4%	-0.4%	-2%	u
#14 O=C(CCc1ccccc1)NCc1ccccc1
→ -1%	0%	-8%	9%	9%	0%	39%	15%	-0.1%	-3%	3
#15 CCn1c(SCC(=O)N/N=C/C=C/c2ccco2)nnc1-c1ccc(OC)cc1
→ -4%	-4%	2%	-2%	-11%	2%	-15%	5%	0.7%	6%	5
#16 CCN1CCN(Cc2ccc(NC(=O)c3ccc(C)c(NC(=O)c4ccno4)c3)cc2C(F)(F)F)CC1
→ -2%	-5%	8%	-11%&5%	2%	-6%	-6%&-21%	-9%	-0.2%	1%	0
#17 CC1CC(C)CN(C(=O)c2cc3c(=O)n4ccccc4nc3s2)C1 (centres undefined)
→ -3%	9%	-2%	-29%	4%	1%	4%	4%	-0.4%	i	2
#18 CN(CC(=O)Nc1ccccc1Cl)C(=O)CSc1nncn1C
→ -1%	-3%	-3%	12%	3%	3%	17%	0%	-0.1%	1%	-2
#19 O=S(=O)(c1ccc(F)cc1)N1CCN(S(=O)(=O)c2cccs2)CC1
→ -2%	14%	1%	9%	-7%	0%	-2%	0%	-0.2%	-2%	4
#20 CCOC(=O)c1c(C)[nH]c(C)c1S(=O)(=O)N(C)CC(=O)Nc1cc(C)ccc1OC
→ 0%	-1%	-5%	17%	-7%	-1%	-4%	-1%	0.0%	0%	2

The last two records of the part before are carried over, then new ones follow:
Sequence of screens – TSG101-PTAP inh	ELG1 genotox	Eya2 inh	Integrin act MD	p53 reactivator	USP2a inh	BRCA1 expr act	uPA surface inh	B2AR arrestin	S-ASM inh	TRPV1 ag
#19 O=S(=O)(c1ccc(F)cc1)N1CCN(S(=O)(=O)c2cccs2)CC1
→ -2%	14%	1%	9%	-7%	0%	-2%	0%	-0.2%	-2%	4
#20 CCOC(=O)c1c(C)[nH]c(C)c1S(=O)(=O)N(C)CC(=O)Nc1cc(C)ccc1OC
→ 0%	-1%	-5%	17%	-7%	-1%	-4%	-1%	0.0%	0%	2
#21 COc1ccc(S(=O)(=O)N2CCN(C(=O)[C@@H]3CCCN3C(=O)c3cccs3)CC2)cc1
→ 0%	-3%	11%	4%	-1%	2%	-9%	-6%	-0.1%	6%	8
#22 CCOC(=O)N1CCN(C(=O)C2CCC(=O)N(CCc3ccccc3)C2)CC1 (centres undefined)
→ 0%	x	x	15%	x	x	0%	-1%	x	4%	x
#23 N#CCCN1CCn2c1nc1ccccc12
→ -7%	3%	13%	4%	9%	1%	-9%	10%	-0.3%	-2%	-1
#24 O=S(=O)(NCCN1CCOCC1)c1ccc(Oc2ccccc2Cl)cc1
→ -1%	-9%	-6%	-23%	1%	2%	-35%	-2%	-0.3%	8%	2
#25 O=C(c1ccco1)N1CCN(S(=O)(=O)c2ccccc2)CC1
→ -3%	0%	4%	-15%	x	2%	-2%	0%	-0.5%	1%	-4
#26 Cc1cccc(S(=O)(=O)c2c(C)cc(C)[nH]c2=O)c1
→ -8%	3%	3%	9%	u	5%	1%	0%	0.1%	9%	6
#27 CCOCCCNC(=O)CN1C(=O)c2ccccc2Sc2ncccc21
→ -5%	0%	5%	-7%	0%	2%	0%	14%	-0.1%	3%	3
#28 C=CCN(C(C(=O)OC)C(C)C)S(=O)(=O)CCNCc1ccccc1 (centres undefined)
→ 5%	x	x	-8%	x	x	-2%	14%	x	11%	x
#29 CN(C)CCN(C(=O)C1=COCCO1)c1nc2ccc(Cl)cc2s1
→ -3%	16%	-5%	-48%[inhibitor]	u	0%	13µM*	6%	-0.1%	-1%	11
#30 CCN(CC)CCCN1C(=O)C(O)=C(C(=O)c2ccco2)C1c1cc(OC)ccc1OC (centres undefined)
→ x	2%	-3%	x	6%	0%	x	x	-0.1%	x	3
#31 CCCCn1c(N)c(N(C)C(=O)c2c(C)nn(-c3ccccc3)c2C)c(=O)[nH]c1=O
→ -2%	-1%	u	u	5%	5%	-4%	9%	0.1%	15%	x
#32 COc1ccc(-c2cc(C(=O)c3c(N)n(C)c(=O)n(C)c3=O)c3ccccc3n2)cc1OC
→ -1%	u	13%	-22%	4%	1%	66%	19%	0.1%	0%	1

Rewritten tab-delimited: part of the list above
no.	molecule	TSG101-PTAP inh	ELG1 genotox	Eya2 inh	Integrin act MD	p53 reactivator	USP2a inh	BRCA1 expr act	uPA surface inh	B2AR arrestin	S-ASM inh	TRPV1 ag
21	COc1ccc(S(=O)(=O)N2CCN(C(=O)[C@@H]3CCCN3C(=O)c3cccs3)CC2)cc1	0%	-3%	11%	4%	-1%	2%	-9%	-6%	-0.1%	6%	8
22	CCOC(=O)N1CCN(C(=O)C2CCC(=O)N(CCc3ccccc3)C2)CC1 (centres undefined)	0%	x	x	15%	x	x	0%	-1%	x	4%	x
23	N#CCCN1CCn2c1nc1ccccc12	-7%	3%	13%	4%	9%	1%	-9%	10%	-0.3%	-2%	-1
24	O=S(=O)(NCCN1CCOCC1)c1ccc(Oc2ccccc2Cl)cc1	-1%	-9%	-6%	-23%	1%	2%	-35%	-2%	-0.3%	8%	2
25	O=C(c1ccco1)N1CCN(S(=O)(=O)c2ccccc2)CC1	-3%	0%	4%	-15%	x	2%	-2%	0%	-0.5%	1%	-4
26	Cc1cccc(S(=O)(=O)c2c(C)cc(C)[nH]c2=O)c1	-8%	3%	3%	9%	u	5%	1%	0%	0.1%	9%	6
27	CCOCCCNC(=O)CN1C(=O)c2ccccc2Sc2ncccc21	-5%	0%	5%	-7%	0%	2%	0%	14%	-0.1%	3%	3

Screening results as filed in PubChem.
